# Compound activity from PubChem BioAssay.
# JMJD2A Tudor = JMJD2A Tudor domain (human) inhibition | 390,000 compounds, 4.4% hits | Potency, µM (highest dose often 114 µM), inactives show top-dose activity change, negative = inhibition, actives largely listed as inhibitors | AlphaScreen JMJD2A-Tudor / H3K4me3 peptide binding | AID 504339; also: % is scaled to controls: 0 for no effect and ±100 for the full control effect; nearly all actives have a fitted effect of over 50% in size
# BAZ2B block = inhibitors of human BAZ2B bromodomain; Q9UIF8; AlphaScreen BAZ2B-H3K14Ac peptide displacement; Potency, µM (series often up to 114 µM), for the others: at the highest dose activity change, negative = inhibition, hits mostly inhibitors; 360,000 compounds, 4.4% hits; AID 504333; also: % is scaled to controls: 0 for no effect and ±100 for the full control effect; nearly all actives have a fitted effect of over 60% in size
#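 AlphaScreen displacement: compounds (up to 110uM) incubated 30 min at room temperature with a preformed 50 nM BAZ2B/50 nM biotinylated H3K14Ac peptide complex in PBS pH 7.4 with Tween-20. Donor and acceptor beads at 10 ug/mL final added, 20 min light-protected before reading.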
# Pin1 inh = human Pin1 inhibition | Q13526 | Pin1 FP peptide displacement, HiFluor488, 10 min | Potency, µM (titrated, usually from 115 µM), for the others: at the top dose activity, negative = inhibition, actives largely listed as inhibitors | 390,000 compounds, 0.009% hits; active = well fitted inhibition curve with a large enough effect in the polarisation, with a control signal flat, not every such curve was filed as active; inconclusive = small, poorly fitted or top-dose-only effect, or effect the other way, or a change in a side signal; inactive = no such curve, though single readings can be large or run the other way; the % refers to the polarisation; also: % is scaled to controls: 0 for no effect and ±100 for the full control effect
# Target sequence (Q13526 whole entry, looked up): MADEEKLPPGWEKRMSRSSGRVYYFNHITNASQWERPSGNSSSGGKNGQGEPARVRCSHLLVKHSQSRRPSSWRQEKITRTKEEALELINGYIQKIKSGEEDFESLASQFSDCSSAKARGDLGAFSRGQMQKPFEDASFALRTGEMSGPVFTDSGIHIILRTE
# PGK inhibitor = blocks T. brucei phosphoglycerate kinase; PGK/GAPDH coupled, Kinase-Glo luminescence, 60 min; Potency, µM (titrated, usually from 57.5 µM), inactives show at the highest dose activity change, negative = inhibition, hits mostly inhibitors; 380,000 compounds, 0.043% hits; AID 602233; also: % is scaled to controls: 0 for no effect and ±100 for the full control effect; nearly all actives have a fitted effect of over 60% in size
# Target sequence (P07378 whole entry, looked up): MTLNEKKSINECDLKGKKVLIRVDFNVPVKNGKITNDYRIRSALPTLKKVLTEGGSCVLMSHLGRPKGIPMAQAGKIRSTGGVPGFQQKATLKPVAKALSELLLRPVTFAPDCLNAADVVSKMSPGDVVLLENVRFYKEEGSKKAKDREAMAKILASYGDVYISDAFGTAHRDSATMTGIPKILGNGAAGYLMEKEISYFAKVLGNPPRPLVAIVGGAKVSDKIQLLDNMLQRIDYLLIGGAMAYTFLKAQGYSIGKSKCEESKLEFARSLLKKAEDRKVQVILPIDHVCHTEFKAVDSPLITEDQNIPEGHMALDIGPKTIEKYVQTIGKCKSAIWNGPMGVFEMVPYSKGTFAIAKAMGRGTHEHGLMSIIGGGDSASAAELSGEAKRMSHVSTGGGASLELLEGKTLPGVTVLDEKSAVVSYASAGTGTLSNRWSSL
#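 Recombinant glycosomal PGK reaction used 1,3-bisphosphoglycerate generated in-well by GAPDH (100nM final) in 100mM TEA pH 7.6, 5mM MgCl2, 0.01% Tween-20. After 60 minutes at room temperature, ATP was read by Kinase-Glo Plus luminescence end-point.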
# POLI inh = inhibitors of human DNA polymerase iota; Potency, µM (doses to about 115 µM), for the others: top-dose activity, negative = inhibition, usual class: inhibitors; AID 588590; Pol iota fluorescent replication assay, 10 min; 390,000 compounds, 1% hits; Q9UNA4
#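 Fluorescent replication assay read twice, at 0 min and 10 min after adding 50 nM (final) substrate. Enzyme (10 nM) and compounds were first incubated 15 min at room temperature; enzyme-free buffer wells were negative controls.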
# BLM helicase inh = blocks DNA unwinding by human BLM helicase; P54132; Potency, µM (top dose mostly 56.1 µM), inactives show at the highest dose activity change, negative = inhibition, hits mostly inhibitors; 350,000 compounds, 0.2% hits; recombinant BLM DNA unwinding, fluorescence dequenching;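 also: plate controls were vehicle for no effect and no enzyme for full effect; nearly all actives have a fitted effect of over 35% in size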
# G9a inh = G9a (human) methyltransferase inhibition; 350,000 compounds, 8.8% hits; Q96KQ7; AID 504332; Potency, µM (top dose mostly 102 µM), for inactives: at the highest dose activity, negative = inhibition, actives largely listed as inhibitors; G9a H3K9 monomethylation, AlphaScreen, 2 h; also: % is scaled to controls: 0 for no effect and ±100 for the full control effect; nearly all actives have a fitted effect of over 75% in size
# Target sequence (Q96KQ7 913-1193 limits assumed): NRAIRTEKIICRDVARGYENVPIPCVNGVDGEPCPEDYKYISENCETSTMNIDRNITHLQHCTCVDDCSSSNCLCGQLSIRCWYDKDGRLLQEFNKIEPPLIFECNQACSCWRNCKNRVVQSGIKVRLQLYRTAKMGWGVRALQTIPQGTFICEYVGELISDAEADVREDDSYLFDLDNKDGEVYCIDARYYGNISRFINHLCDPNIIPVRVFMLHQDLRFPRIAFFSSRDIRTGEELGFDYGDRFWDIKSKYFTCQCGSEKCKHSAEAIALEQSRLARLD
#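 Signal arises when biotinylated H3K9 peptide, once monomethylated, bridges streptavidin donor and antibody-captured acceptor beads. Enzyme at 20 nM was preincubated 15 min with test compounds; peptide 500 nM and SAM 20 uM then reacted for 2 h.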
# GLS inh = glutaminase GLS (human) inhibition. Potency, µM (top dose mostly 45.5 µM), for inactives: top-dose activity change, negative = inhibition, actives largely listed as inhibitors. 410,000 compounds, 0.21% hits. O94925. GLS enzymatic activity, qHTS titration; also: % is scaled to controls: 0 for no effect and ±100 for the full control effect
#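 Compounds were pin-transferred onto hKGA, after which L-glutamine (1 mM solution) and a detection mix of glutamate oxidase, HRP and Amplex Red were added. Initial and 30 min RT fluorescence reads were collected.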
# HP1b binding inh = HP1-beta chromodomain-methylated histone interaction inhibition; AlphaScreen HP1-beta / biotin-H3K9me3 peptide binding; Potency, µM (titrated, usually from 114 µM), inactives show at the top dose activity change, negative = inhibition, most hits filed as inhibitors; 390,000 compounds, 0.56% hits; also: nearly all actives have a fitted effect of over 70% in size; inactives centre near 23
# Target sequence (P83916 whole entry, looked up): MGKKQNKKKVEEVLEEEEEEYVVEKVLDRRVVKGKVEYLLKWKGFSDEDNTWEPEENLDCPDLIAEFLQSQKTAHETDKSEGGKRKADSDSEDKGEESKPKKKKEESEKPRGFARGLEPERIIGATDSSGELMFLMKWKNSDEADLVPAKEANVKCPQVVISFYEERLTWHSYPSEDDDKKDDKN
#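 Compound inhibition of the preformed complex between 50 nM HP1-beta and 50 nM biotinylated H3K9me3 peptide was read by AlphaScreen. Buffer was PBS pH 7.4 with 0.01% Tween-20. Incubations ran 30 min at room temperature, with 10 ug/mL donor/acceptor beads.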
# Active calls of the source: *; i = inactive; ? = inconclusive; / = no result given; & = joins results of further samples; ! = not active in a repeat; [ ] = dose if it differs, or a comment. Unless noted, calls follow the shape of the dose curve; as a rule, active = well fitted curve in the direction sought with a large enough effect; inconclusive = small, poorly fitted or top-dose-only effect, or another doubt; inactive = no such curve, though single readings can be large; an effect the other way counts as inactive or inconclusive. Potency is read from the fitted curve at half-maximal effect. These rows are one share of the data; count on the stated rates, not on these rows.
JMJD2A Tudor	BAZ2B block	Pin1 inh	PGK inhibitor	POLI inh	BLM helicase inh	G9a inh	GLS inh	HP1b binding inh	mol
-21%	2%	1%	-4%	24%	0%	-8%	4%	12%	Cc1ccccc1NC(=O)CSc1ccc(-c2cccnc2)nn1
-1%	-2%	3%	-9%	-11%	0%	8%	-5%	20%	CCc1nnc(NC(=O)c2oc3cc(C)c(C)cc3c2C)s1
-23%	-15%	8%	-9%	?	-6%	3%[59 µM]	-5%	18%	Cc1cc(-n2c(SCC(=O)NCCC3=CCCCC3)nc3n[nH]c(C)c3c2=N)ccc1Cl
-4%	0%	8%	1%	7%	-5%	?	12%	44%[activator]	CCc1cccc(NC2c3ccccc3C(=O)N2c2ccc(C)cn2)c1 (configuration not stated)
35µM*	22µM*	?	-5%	3.5µM*	?	?	5%	-31%	CCc1cc(=O)oc2cc(C)c(CN3CCCC(C)C3)c(O)c12 (configuration not stated)
?	/	-2%	1%	13%	-13%	?	4%	6%	Cc1ccc(Cn2c(CN3CCN(c4cccc(Cl)c4)CC3)nc3c2c(=O)n(C)c(=O)n3C)cc1
-14%	-19%	-5%	i	15%	-1%	45µM*	-1%	42%[activator]	C[C@H](NC(=O)c1ccccc1Cl)C(=O)NCc1cccs1
-15%	-29%	0%	i	3%	-4%	-41%[59 µM]	12%	70%[activator]	COc1ccc(S(=O)(=O)Cc2ccc(C(=O)N3CCN(c4ccccc4)CC3)o2)cc1
11%	-4%	-2%	-7%	6%	-2%	/	1%	27%	N#CNC(=Nc1ccc(Cl)cc1)Oc1ccccc1
-23%	-1%	-6%	11%	4%	2%	?	7%	15%[57 µM]	COCCn1c(C)cc(O)c(C(c2ccccc2)N2CCN(C)CC2)c1=O (configuration not stated)
-18%	-5%	-1%	0%	19%&17%	0%	8%	3%	41%[activator]	c1ccc(CNc2ncnc3nc[nH]c23)nc1
-18%	-3%	-1%	-3%	191%[activator]	3%	?	0%	3%	CN(C)CCCn1c(SCC(=O)N2CC(=O)Nc3ccccc32)nc2ccccc2c1=O
-4%	3%	1%	-2%	130%[activator]	-3%	4%	-4%	45%[activator]	COCCc1nnc(NC(=O)C23CC4CC(CC(C4)C2)C3)s1
-15%	-18%	36%[activator]	-3%	-12%	-7%	-4%[59 µM]	5%	10%[57 µM]	CCn1c2c(c(=O)n3ncc(C(=O)Nc4cc(Cl)ccc4OC)c13)CN(Cc1ccc(OC)cc1)CC2
?	-2%	?	-9%	5%	-17%	-1%[12.7 µM]	1%	24%	Cc1cccc(NC(=O)c2nc[nH]c2C(=O)N[C@@H](Cc2ccccc2)C(=O)OC(C)(C)C)c1
-2%	-15%	-6%	-3%	59%[activator]	-2%	?	-2%	37%	O=C(c1cccc(C(F)(F)F)c1)C1CCCN(C(=O)CN2CCCC2=O)C1 (configuration not stated)
-36%	2%	-4%	i	36%[activator]	6%	10%	12%	20%	Cc1c(C(=O)N/N=C/C(C)C)[nH]c2c([N+](=O)[O-])cccc12
0%	-5%	7%	8%	18%	-2%	0%	-3%	12%	Cc1ccc(/C=N/n2c(C)nc3ccccc3c2=O)o1
-7%	12%	-2%	10%	35%[activator]	-1%	27%	3%	50%[activator]	O=C(NNC(=O)c1nn(-c2ccc(F)cc2)ccc1=O)c1ccccc1Cl
-16%	-12%	-2%	-4%	139%[activator]	2%	-5%	2%	23%	CCNC(=S)N1CCN(CC(=O)Nc2ccc(OC)cc2)CC1
18%	4%	?	2%	11%	0%	-12%[59 µM]	/	28%	O=C(O)C1CCCCN1S(=O)(=O)c1ccc2ccccc2c1 (configuration not stated)
?	-26%	-5%	-8%	47%[activator]	-6%	-3%[12.7 µM]	-1%	30%	Cc1cc(C(=O)COC(=O)c2ccc(N)c([N+](=O)[O-])c2)c(C)n1Cc1ccc2c(c1)OCO2
-6%	/	0%	-4%	-8%	/	/	-4%	58%[activator]	Nc1ncnc2c1ncn2[C@@H]1O[C@H](CNS(=O)(=O)c2cc(S(=O)(=O)c3ccccc3)cs2)[C@@H](O)[C@H]1O
?	-12%	-4%	2%	139%[activator]	2%	?	-2%	9%	CC(CCc1ccccc1)NS(=O)(=O)c1ccc(Cl)c(C(=O)O)c1 (configuration not stated)
-12%	-1%	?	-3%	7%	-2%	4%[59 µM]	-7%	6%	Fc1ccc(CNc2nc3ccc(Cl)cc3n3nnnc23)cc1
0%	-16%	-4%	i	17%	-3%	-19%	-14%	45%[activator]	CCNC(=S)Nc1ccc(Cc2ccncc2)cc1
-12%	-3%	0%	-3%	71%[activator]	3%	12%	0%	-18%	CCN(c1ccccc1)c1nc2nonc2nc1NCCO
-8%	5%	4%	8%	49%[activator]	-2%	0%[59 µM]	-7%	43%[activator]	CCOc1ccccc1CNC(=O)c1cc(-c2ccc(C)c(C)c2)nc2ccccc12
-9%	-7%	2%	8%	12%	-2%	24%[59 µM]	9%	31%[activator]	CCOC(CNC(=O)CCc1c(C)nc2ncnn2c1C)OCC
-27%	-1%	6%	7%	?	-6%	-19%	0%	22%	O=C(/C=C/c1ccc2c(c1)OCO2)c1cccnc1
?	?	0%	-4%	?	-6%	13µM*!	0%	10%	Oc1ccc(-c2nc(-c3ccc(F)cc3)c(-c3ccncc3)[nH]2)cc1
-34%	?	0%	-5%	7%	-2%	?	-1%	12%[57 µM]	COc1cc(OC)cc(C(=O)Nc2nnc3n2CCS3)c1
0%	-3%	-2%	-4%	16%	-8%	1%	-3%	40%[activator]	Cc1cc(-n2cnnn2)ccc1C(C)C
-5%	5%	12%	/	-12%	3%	13%[12.7 µM]	0%	27%	O=S(=O)(Nc1cccnc1)c1cc(Cl)ccc1Cl
-28%	?	0%	2%	78%[activator]	-16%	-10%	-9%	17%	Oc1c(Cl)cc(Cl)cc1CNc1nc2ccccc2[nH]1
-1%	-2%	0%	-1%	4%	-12%	12%[59 µM]	11%	49%[activator]	CCOC(=O)CSc1nc(C)nc2c1sc1nc(C)c(C(C)=O)c(-c3ccc(OC)cc3)c12
32µM*	20µM*	-11%	-1%	126%[activator]	-5%	45µM*	-22%	?	Cc1ccc(C)c(NC(=S)NNc2ccc(F)cc2F)c1
-15%	-30%	-6%	4%	-7%	0%	22%[59 µM]	28%	36%	NNC(=O)[C@H]1C[C@@H]1c1ccccc1
7%	-7%	8%	-2%	151%[activator]	1%	-8%	-2%	40%	O=C(COC(=O)CCC(=O)c1cccs1)NC1CC1
-3%	-10%	2%	-5%	?	-5%	2%[12.7 µM]	18%	18%	COc1ccc(S(=O)(=O)n2ccnc2)c2cccnc12
-23%	-37%	7%	-9%	14%	3%	/	5%	25%	CC(=O)c1ccc(N2CCN(c3ccc(C(N)=O)cc3[N+](=O)[O-])CC2)cc1
-25%	-24%	1%	-1%	47%[activator]	/	1%[0.501 µM]	-7%	-1%	COc1ccc(N2CCN(S(=O)(=O)CCNC(=O)C(C)Oc3ccccc3)CC2)cc1 (configuration not stated)
5%	4%	7%	-9%	-13%	0%	-48%[59 µM]	0%	25%	CC1CC(Nc2ccccc2)=CC(=O)O1 (configuration not stated)
-16%	0%	1%	3%	146%[activator]	3%	/	?	8%	COc1ccc(C(=O)C2CCCN(Cc3cc(C)c(O)c(C)c3)C2)c(OC)c1 (configuration not stated)
-4%	-16%	2%	-3%	6%	-8%	/	13%	17%	CCOC(=O)CC1(C)SC(NC(C)=O)=NN1C(C)=O (configuration not stated)
-7%	?	-2%	-4%	172%[activator]	-2%	/	-10%	22%	C=CCc1c(C)nc(SCc2ccccc2)[nH]c1=O
-21%	-12%	5%	-2%	12%	-1%	11%	-2%	41%[activator]	O=C(CCn1nnnc1CN1CCOCC1)N1CCC(c2cccc(Cl)c2)C1 (configuration not stated)
-32%	79µM*	-2%	-1%	10%	-1%	-32%[59 µM]	-13%	-8%	Cn1c(=O)c2c(-c3ccccc3Br)n(C(C)(C)C)cc2n(C)c1=O
-4%	19%	27%	6%	92%[activator]	2%	?	11%	32%	COc1ccc(S(=O)(=O)N2CCc3ccccc32)cc1C(=O)OCC(=O)c1c(N)n(C)c(=O)n(C)c1=O
-28%[11.4 µM]	-5%	0%	1%	?	2%	-1%	?	?	COCc1cc(C)nc(SCC(=O)Nc2ccccc2C)c1C#N

# Additional results.
JMJD2A Tudor	BAZ2B block	Pin1 inh	PGK inhibitor	POLI inh	BLM helicase inh	G9a inh	GLS inh	HP1b binding inh	mol
7%	6%	-1%	-7%	?	3%	22%	0%	31%	CCOC(=O)c1cc(-c2nnc(-c3ccc(Cl)cc3)o2)c(C)nc1C
-24%	/	?	1%	3%	/	/	2%	7%	CC(=O)Nc1cc2c(cc1[N+](=O)[O-])-c1ccccc1C2=NO
-10%	-5%	4%	-9%	18%	-7%	-12%	10%	34%	CN(C)c1ccc2c(=O)[nH][nH]c(=O)c2c1
9%	-5%	1%	-16%	24%	-7%	-31%	/	35%	C=CCOc1ccc(/C=C/C(C)=N\O)cc1
-5%	0%	-2%	5%	-2%	3%	-5%	6%	-3%	COc1ccc(CC(=O)Nc2ccc(S(=O)(=O)Nc3onc(C)c3C)cc2)cc1OC
-27%	?	12%	i	0%	/	?	-3%	-13%	Cc1ccc(-c2csc3ncnc(N4CCN(C(=O)c5ccco5)CC4)c23)cc1
?	-33%	-4%	0%	17%	-14%	4%	3%	32%	COc1ccc(-c2[nH]ncc2/C=N/NC(=O)c2cccc([N+](=O)[O-])c2)cc1OC

# Three records picked at random from the list so far:
JMJD2A Tudor	BAZ2B block	Pin1 inh	PGK inhibitor	POLI inh	BLM helicase inh	G9a inh	GLS inh	HP1b binding inh	mol
0%	-3%	-2%	-4%	16%	-8%	1%	-3%	40%[activator]	Cc1cc(-n2cnnn2)ccc1C(C)C
-12%	-1%	?	-3%	7%	-2%	4%[59 µM]	-7%	6%	Fc1ccc(CNc2nc3ccc(Cl)cc3n3nnnc23)cc1
-1%	-2%	3%	-9%	-11%	0%	8%	-5%	20%	CCc1nnc(NC(=O)c2oc3cc(C)c(C)cc3c2C)s1
